Nrf2 activator = activators of Nrf2 (ARE) signaling | AREc32 ARE-luciferase reporter (MCF7-derived line), luminescence, 24 h | Potency, µM (titrated, usually from 46.1 µM), for inactives: at the highest dose activation, usual class: activators | actives 0.31% (n = 410,000); further: % of control where 0% means no effect; nearly all actives have a fitted effect of over 65% in size
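Steps: seed AREc32_Fluc cells (1000/well, 5% FBS OPTI-MEM); incubate overnight at 37 deg C; add 23 nL compound; incubate 24 hr; add Steady-Glo; hold 30 min RT; read luminescence.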
A549 tox = counter-screen for Nrf2 inhibitors: cytotoxicity in A549 cells; Potency, µM (top dose mostly 46 µM), inactives show at the highest dose activity change, negative = cytotoxicity, hits mostly inhibitors; actives 0.16% (n = 390,000); AID 504648; A549 ARE-Fluc cells, CellTiter-Fluor viability, 18-24 h; further: on the % scale 0 is the no-effect control and ±100 the full control effect
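A549 ARE-Fluc cells in 5% FBS OPTI-MEM, 5000 cells/well, rested 2 h then exposed to compounds in concentration-response for 18-24 h at 37 °C. Viability by CellTiter-Fluor fluorescence (Ex 405/Em 525) after 30 min; luciferase luminescence (BugLite, 15 min, RT) read afterwards.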
TGFb inhibitor = TGF-b pathway inhibition; actives 1.2% (n = 410,000); AID 588855; HepG2 CAGA-GFP TGF-b/SMAD3 reporter, GFP fluorescence, 18 h; TGF-beta stimulated, 500 pg/mL final; Potency, µM (titrated, usually from 46.1 µM), for inactives: top-dose activity, negative = inhibition, actives largely listed as inhibitors; further: on the % scale 0 is the no-effect control and ±100 the full control effect; nearly all actives have a fitted effect of over 65% in size
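Inhibition of TGF-beta-driven CAGA-GFP reporter expression in HEPG2 cells is measured by cellular GFP fluorescence after 18 h stimulation with 500 pg/mL recombinant TGF-beta in 1% FBS medium at 37 degrees C.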
* = called active by the depositor; u = inconclusive; [ ] = dose if it differs, or a comment. The call rests on the fitted dose curve; in most records, active means well fitted curve in the direction sought with a large enough effect; inconclusive means small, poorly fitted or top-dose-only effect, or another doubt; inactive means no such curve, though single readings can be large; an effect the other way counts as inactive or inconclusive. Potency means the concentration at half of the fitted maximal effect. The list is partial; the hit share may differ from the screen's.

smiles | Nrf2 activator | A549 tox | TGFb inhibitor
COc1cccc(NC(=O)CSC2=Nc3ccccc3C3=NC(CC(=O)NCc4ccccc4OC)C(=O)N23)c1 (stereo unspecified) | 3.0% | 1.8% | -22.0%
Cc1cc(C)c(NC(=O)C2CCN(S(=O)(=O)c3c(C)noc3/C=C/c3ccccc3F)CC2)c(C)c1 | -0.4% | -1.3% | -24.1%
CCc1nn2c(=O)cc(COC(=O)c3cccc(NC(=O)c4cccs4)c3)nc2s1 | 3.7% | -14.4% | -23.3%
Cc1cn2c(=O)cc(COC(=O)c3ccc(NC(=O)C(C)Oc4ccccc4)cc3)nc2s1 (stereo unspecified) | 2.2% | -0.3% | u
Cc1nnc(NC(=O)CSc2nccn2Cc2ccc(Cl)cc2)s1 | 3.8% | 13.5% | 2.8%
CCOC(=O)c1ccc(NC(=O)Cn2cnc3sc(C(=O)OCC)c(C)c3c2=O)cc1 | -0.8% | 4.4% | -19.3%
CCOC(=O)N1CCc2c(sc(NCc3cccc(F)c3)c2C(=O)Nc2ccc(OC)cc2OC)C1 | -5.3% | 0.0% | u
COc1ccc(CNC(=O)Cn2c(=O)n3nc(-c4cccc(F)c4)nc3c3ccccc32)cc1OC | 28.0% | 5.1% | 0.0%
Cc1cc(C)cc(-n2c(SCC(=O)NCC3CCCO3)nc3c([nH]c4ccccc43)c2=O)c1 (stereo unspecified) | 12.7% | -16.4% | 2.1%
Cc1cc(C)c(S(=O)(=O)Nc2cccc(-c3cn4ccccc4n3)c2)c(C)c1 | 3.0% | u | u
CNS(=O)(=O)c1cc(-c2nn3c(C)nnc3c3ccccc23)ccc1C | 13.8% | -12.9% | 12.7%
CCC(=O)OCc1cnc(C)c2oc(=O)c(C(=O)Nc3ccccc3C(F)(F)F)cc12 | 0.2% | 2.1% | 225.0%[activator]
Cc1ccc(Nc2sc(C(=O)c3ccccc3)c(N)c2C(N)=O)cc1 | 4.4% | 2.5% | 2.1%
Cc1ccc(-c2nc(CCNC(=O)C(=O)Nc3c(C)cccc3C)cs2)cc1 | 1.2% | 1.7% | u
Cc1ccc(-n2c(C)nc3c(cnn3-c3ccccc3)c2=O)cc1 | -1.2% | -0.1% | -7.1%

Next part
smiles | Nrf2 activator | A549 tox | TGFb inhibitor
O=C(NCCc1ccc(Cl)cc1)c1ccc2nc(Cc3ccccc3)oc2c1 | 2.9% | -7.7% | -19.9%
CC(C)CN1CCc2nc(Nc3ccc(F)cc3F)ncc2C1 | 3.9% | -3.0% | 9.0%
O=S(=O)(Nc1ccc(-c2ccc(N3CCCC3)nn2)cc1)c1ccccc1Cl | 5.0% | -26.1% | u
O=C(Nc1nnc2n1CCS2)c1ccccc1C(F)(F)F | 0.3% | -5.7% | -16.3%
CCOc1ccc(Br)cc1S(=O)(=O)Nc1cccc(-c2ccc(OC)nn2)c1 | 5.9% | 4.2% | u
CC(=O)c1ccc(NC(=O)CN(C)S(=O)(=O)c2cc3c(cc2Cl)NC(=O)CO3)cc1 | 0.2% | 3.8% | -5.0%
Cc1cc(C)cc(NC(=O)CSc2nc(=O)n(CCN3CCOCC3)c3c2CCC3)c1 | 0.6% | 2.5% | -26.2%
Cc1ccc(CNC(=O)CS(=O)(=O)c2cccc3nsnc23)cc1 | 0.0% | -2.3% | 6.7%
CCOc1ccc(CCNC(=O)c2ccc3c(c2)N(Cc2cccc(Cl)c2)C(=O)c2ccccc2S3(=O)=O)cc1OCC | 2.1% | 13.6% | u
CCOc1ccccc1C(=O)Nc1ccc2c(c1)N(C)C(=O)c1ccccc1S2 | 0.6% | -9.0% | 3.9%
CC(=O)N1CCCc2cc(S(=O)(=O)N3CCN(c4cccc(C(F)(F)F)c4)CC3)ccc21 | 2.4% | -2.4% | u
COc1ccc(NC(=O)CSc2nc3nc(C)cc(C)n3n2)cc1OC | 0.7% | -2.2% | 9.7%
Cc1c(Cl)cccc1NC(=O)c1ccc2nc(C(C)C)oc2c1 | 0.5% | -7.1% | -2.3%
Cc1ccc(Cn2ccnc2SCC(=O)NCc2ccccc2Cl)cc1 | 0.2% | 14.0% | -27.8%
COc1cccc(NC(=O)CSc2nccn2Cc2ccc3c(c2)OCO3)c1 | 6.3% | -0.7% | 0.4%

Next compounds:
smiles | Nrf2 activator | A549 tox | TGFb inhibitor
COC(=O)c1ccc(NC(=O)c2cc3cc4ccc(OC)c(Cl)c4nc3s2)cc1 | 4.1% | -1.2% | -7.3%
COc1ccccc1N1CCN(C(=O)Cc2c(C(=O)O)c(C)cn2C)CC1 | -1.3% | 5.5% | -4.3%
COc1ccc(C2=C(C(C)=O)Sc3nnc(-c4ccc(Cl)cc4)n3N2C(C)=O)cc1OC | 3.5% | -0.3% | 1.8%
COc1ccc(CNC(=O)Cn2c(=O)n3nc(-c4ccc(OC)cc4)nc3c3ccccc32)cc1 | 1.0% | -3.2% | -18.2%
CC(CCc1ccccc1)NC(=O)CSc1n[nH]c(-c2ccccc2)n1 (stereo unspecified) | -1.5% | -11.3% | -41.8%
COC(=O)C1CCN(C(c2ccccc2)c2sc3nc(-c4ccco4)nn3c2O)CC1 (stereo unspecified) | 0.7% | -4.1% | -21.2%
CCOC(=O)c1cccc(NC(=O)Cn2nc3c(cc2=O)CCCC3)c1 | 0.8% | -6.5% | -21.4%
CC(=O)c1ccccc1NS(=O)(=O)c1cc2c(cc1C)NC(=O)CO2 | 0.3% | -1.7% | -9.7%
CN(C)c1ccc(C(CNC(=O)c2ccccc2F)N2CCc3ccccc32)cc1 (stereo unspecified) | 9.1% | 0.2% | u
O=C(Nc1ccccc1C(=O)OCc1cc(=O)n2ccsc2n1)c1cccc(F)c1 | -0.6% | 4.5% | -1.1%
CCOC(=O)c1c(S(=O)(=O)N2CCC(C(=O)NCc3ccc(F)cc3)CC2)c(C)n(C)c1C | 6.0% | 0.0% | -3.7%
COc1ccc(F)cc1S(=O)(=O)NCCc1sc2nc(-c3ccc(F)cc3)nn2c1C | -0.8% | u | u
Cc1ccc2c(=O)cc(CSc3nnc(-c4ccccc4)n3C)[nH]c2c1C | -0.7% | -2.1% | 1.8%
CCOc1ccc(C(=O)NCC(c2ccc3c(c2)OCO3)N2CCOCC2)cc1 (stereo unspecified) | 3.2% | 1.4% | 2.6%
CCOC(=O)C1CCCN(C(=O)C2CCN(S(=O)(=O)c3c(C)noc3/C=C/c3ccc(C)cc3)CC2)C1 (stereo unspecified) | -0.6% | 10.1% | 0.0%

(next part)
smiles | Nrf2 activator | A549 tox | TGFb inhibitor
CCOc1ccc(NC(=O)C2Cc3ccccc3N2C(=O)c2ccccc2)cc1 (stereo unspecified) | 0.0% | -3.9% | -13.8%
Cc1ccc(CCNC(=O)CCn2nc(-c3ccc(C)cc3)ccc2=O)cc1 | 4.8% | 2.8% | -12.7%
Cc1ccc(S(=O)(=O)NCCc2sc3nc(-c4ccccc4)nn3c2C)cc1C | -0.9% | -30.0% | u
CCn1nc(C)c(CCN(C)C(=O)Nc2cc(Cl)c(OC)cc2OC)c1C | 0.7% | -2.1% | -25.2%
COc1ccc(CNC(=O)CSc2nc3ccccc3nc2Cc2ccccc2OC)cc1 | -0.3% | 1.7% | -4.9%
COc1ccc(N2CC(NC(=O)COc3ccccc3C)CC2=O)cc1OC (stereo unspecified) | -0.2% | 9.8% | 1.7%
Cc1ccc(-c2c(C)n3c4c(=O)n(C)c(=O)n(C)c4nc3n2CCO)cc1 | -0.4% | -20.3% | -5.6%
CC(=O)c1ccc(N2CCN(c3ncnc4c3cnn4C)CC2)cc1 | 0.1% | -0.2% | -8.7%
Cc1ccc(CNC(=O)CSC2=Nc3ccccc3N=C(c3ccc(F)cc3)C2)cc1 | 0.2% | 14.2% | u
CCC(C)NC(=O)CSc1nnc(-c2ccc(C)cc2)c(-c2ccc(C)cc2)n1 (stereo unspecified) | -0.5% | -1.5% | -7.7%
CCCCCCOc1ccc(C2C(=O)N(C3CCCCC3)CC(=O)N2CCCC)cc1 (stereo unspecified) | -1.3% | -7.4% | -7.1%
O=C(CSc1nc2c([nH]c3ccccc32)c(=O)n1-c1ccc(Cl)cc1)N1CCc2ccccc21 | -0.8% | 1.1% | 4.5%
CCCCCNC(=O)CCn1c(=O)[nH]c2ccccc2c1=O | -1.9% | 0.6% | u
Cc1ccc(-n2ccnc(NCCc3ccccc3)c2=O)cc1C | -0.4% | -0.9% | 0.8%
CC(C)NC(=O)Cn1c(=O)nc(-c2ccccc2F)c2cc(Cl)ccc21 | -0.9% | -29.0% | 2.6%

Additional entries follow:
smiles | Nrf2 activator | A549 tox | TGFb inhibitor
COc1ccc(-c2nnc(SCC(=O)NC3CCCC3)nc2-c2ccc(OC)c(OC)c2)cc1OC | 4.6% | -5.7% | u
CCN1CCN(c2ncc3c(n2)CCN(Cc2cc(F)cc(F)c2)C3)CC1 | -1.2% | -19.3% | -14.5%
CCOc1ccc(C2=CC(c3cccc(Br)c3)n3c(nc4ccccc43)N2)cc1Cl (stereo unspecified) | 10.8% | -0.9% | -1.8%
CCCCc1nn2c(=O)cc(COC(=O)c3cccc(NC(=O)c4cccc(Cl)c4)c3)nc2s1 | 4.4% | 1.6% | -1.0%
CCN(CC)C(=O)c1sc2c(c1C)c(=O)n(-c1ccc(OC)cc1OC)c(=O)n2CC(=O)Nc1ccccc1 | 0.6% | 1.3% | -1.0%
CC(=O)c1cccc(NC(=O)CCn2nc(C)c(S(=O)(=O)N3CCCCC3)c2C)c1 | -0.6% | 6.4% | -1.7%
COC(=O)CNC(=O)N1CCN(S(=O)(=O)c2ccc3c(ccn3C)c2)CC1 | 0.1% | 7.3% | -20.5%
CC(=O)N1CCCc2cc(S(=O)(=O)N(C)CC(=O)Nc3ccc(C)cc3C)ccc21 | 0.3% | -7.7% | -19.7%
Cc1nc2c(C(=O)NCCc3ccc(Cl)cc3)cnn2c(C)c1Cc1ccc(F)cc1 | -0.1% | -2.9% | 7.08µM*
Cc1ccc(-n2c(SCC(=O)NCc3ccccc3)nc3n[nH]c(C)c3c2=N)cc1Cl | -1.1% | 6.4% | u
O=C(Nc1cc(Cl)ccc1Cl)c1cc(S(=O)(=O)N2CCCc3ccccc32)ccc1F | 4.4% | 12.1% | 1.5%
Cc1c(C(=O)N(C)C)sc2c1c(=O)n(-c1ccccc1C(F)(F)F)c(=O)n2Cc1ccccc1C#N | 3.5% | 2.1% | 14.6%
Cc1nc2c(C(=O)O)cnn2c(C)c1Cc1ccccc1 | -0.1% | -0.2% | 15.5%
Cc1ccc(CN2CCN(C3CCNCC3)C(=O)C2=O)cc1 | 0.3% | 11.5% | -1.4%
CC(C)CC(=O)Nc1ccccc1OCc1cc(=O)n2ccccc2n1 | 0.5% | -7.4% | -13.1%

Some of these compounds in order of heavy-atom count, lowest first:
smiles | Nrf2 activator | A549 tox | TGFb inhibitor
Cc1nc2c(C(=O)O)cnn2c(C)c1Cc1ccccc1 | -0.1% | -0.2% | 15.5%
Cc1ccc(CN2CCN(C3CCNCC3)C(=O)C2=O)cc1 | 0.3% | 11.5% | -1.4%
CCN1CCN(c2ncc3c(n2)CCN(Cc2cc(F)cc(F)c2)C3)CC1 | -1.2% | -19.3% | -14.5%

The listing continues:
smiles | Nrf2 activator | A549 tox | TGFb inhibitor
COc1ccc(NC(=O)CSc2nc3ccccc3c(=O)n2CCC(=O)NC2CCCCC2)c(OC)c1 | -1.1% | 2.1% | -1.6%
COc1ccccc1CNC(=O)c1ccc2c(c1)N(Cc1cc(C)ccc1C)C(=O)c1ccccc1S2 | 0.4% | -0.1% | -3.7%
CC(C)(C)c1ccc2c(c1)N(CC(=O)NCCCN1CCN(c3ccccc3F)CC1)C(=O)CO2 | 7.3% | -16.0% | u
COc1ccc(-c2nc3sc(CCNC(=O)c4ccc(C(C)(C)C)cc4)c(C)n3n2)cc1 | 2.9% | 0.0% | u
O=C(NCc1ccc(Cl)cc1)NC1COc2ccccc2C1 (stereo unspecified) | 0.6% | -0.2% | 31.1%
Cc1nn(C(=O)c2cccc(Cl)c2)c(C)c1S(=O)(=O)N1CCOCC1 | -0.7% | 0.5% | 3.7%
Cc1ccc(-n2c(=O)c3c(C)c(C(=O)N(C)C)sc3n(CC(=O)N(C)c3ccccc3)c2=O)cc1C | 1.0% | 2.2% | 0.0%
COc1cccc(NS(=O)(=O)c2ccc3c(c2)CCCN3C(=O)C2CCC2)c1 | -0.6% | -14.2% | u
CC(=O)c1cccc(NC(=O)CSc2nnc3ccc(-c4ccc(C)cc4)nn23)c1 | -0.2% | -7.5% | u
COc1ccc(C)cc1NC(=O)CSc1nc(=O)[nH]c2c1CCCC2 | 4.7% | -0.2% | 4.7%
COc1ccc(N2CCN(CCCNC(=O)c3sc4ncccc4c3-n3cccc3)CC2)cc1 | 5.0% | -2.6% | -16.8%

Compound activity deposited in PubChem BioAssay by National Center for Advancing Translational Sciences (NCATS).
